Screening data from PubChem.
Tb PFK block – T. brucei PFK enzyme inhibition | O15648 | T. brucei PFK, ADP-Glo luminescence | Potency, µM (top dose mostly 57.5 µM), without a hit: at the highest dose activity, negative = inhibition, usual class: inhibitors | hit rate 0.17% among 330,000;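 also: potency is read from the fitted curve at half-maximal effect; 0% = uninhibited 1x PFK enzyme wells and -100% = no-enzyme wells; nearly all actives have a fitted effect of over 60% in size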
Target sequence (O15648 whole entry, looked up): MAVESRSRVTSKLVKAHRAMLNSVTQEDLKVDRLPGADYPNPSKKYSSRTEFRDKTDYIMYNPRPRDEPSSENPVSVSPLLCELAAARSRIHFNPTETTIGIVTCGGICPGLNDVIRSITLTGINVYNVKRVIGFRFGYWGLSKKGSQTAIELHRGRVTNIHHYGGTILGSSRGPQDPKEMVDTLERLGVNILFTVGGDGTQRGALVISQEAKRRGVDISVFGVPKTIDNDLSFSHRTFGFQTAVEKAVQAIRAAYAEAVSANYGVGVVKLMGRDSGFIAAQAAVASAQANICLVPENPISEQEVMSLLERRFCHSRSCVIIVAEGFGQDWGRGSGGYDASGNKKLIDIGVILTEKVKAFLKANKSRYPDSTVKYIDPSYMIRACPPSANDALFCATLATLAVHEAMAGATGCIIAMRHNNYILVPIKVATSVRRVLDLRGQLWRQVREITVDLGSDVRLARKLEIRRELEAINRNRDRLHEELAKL
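Compounds were pin-transferred as a titration series up to 57 uM into substrate buffer (0.5 mM F6P, 0.1 mM ATP, pH 8.0), then 1.25 nM PFK was added and reactions ran 45 min before ADP-Glo detection.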
FLuc modulator – inhibits or activates purified firefly luciferase, miR-21 counter-screen; purified FLuc, Km substrates, luminescence inhibition; P08659; hit rate 6.9% among 360,000; Potency, µM (series often up to 57.5 µM), inactives show top-dose activity change, negative = inhibition, hits mostly inhibitors;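 also: potency is read from the fitted curve at half-maximal effect; plate controls were vehicle for no effect and reference inhibitor for full effect; nearly all actives have a fitted effect of over 55% in size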
Target sequence (P08659 whole entry, looked up): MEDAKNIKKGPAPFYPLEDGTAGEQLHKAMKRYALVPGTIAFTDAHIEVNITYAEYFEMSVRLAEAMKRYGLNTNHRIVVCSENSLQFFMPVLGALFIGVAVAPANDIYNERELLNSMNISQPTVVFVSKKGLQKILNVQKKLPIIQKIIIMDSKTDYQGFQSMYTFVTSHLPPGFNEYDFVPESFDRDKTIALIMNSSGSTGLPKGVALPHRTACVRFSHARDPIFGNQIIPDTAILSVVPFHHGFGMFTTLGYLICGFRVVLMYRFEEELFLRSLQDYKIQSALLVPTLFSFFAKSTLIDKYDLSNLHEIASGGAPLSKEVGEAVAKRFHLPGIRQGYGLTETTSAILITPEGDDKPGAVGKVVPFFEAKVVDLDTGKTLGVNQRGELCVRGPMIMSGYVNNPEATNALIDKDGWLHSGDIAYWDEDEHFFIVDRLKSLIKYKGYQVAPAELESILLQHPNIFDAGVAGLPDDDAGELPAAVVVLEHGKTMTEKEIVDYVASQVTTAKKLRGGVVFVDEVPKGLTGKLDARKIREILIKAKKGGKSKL
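Purified P. pyralis luciferase (10nM final) with 10uM D-luciferin and 10uM ATP (Km levels) in 50mM Tris acetate pH 7.5, 10mM Mg acetate, 0.01% Tween-20, 0.05% BSA; qHTS 6-point titration, ~60 µM downward; luminescence read.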
TRPV1 ag – human TRPV1 agonism; activation, % at 8.33 µM; Q8NER1; hit rate 0.19% among 320,000; TRPV1-expressing cells, Fluo-8 calcium influx, agonist mode; in the data active = activation above about 80%; inconclusive = between about 30% and that limit; also: 0% is about no effect
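TRPV1-expressing cells were cultured overnight at 35.5C and loaded with Fluo-8 calcium dye for 40 to 90 min at room temperature. After a 10 s baseline, compound was added and calcium influx was read kinetically for 3 min (ex 480/em 520 nm).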
ELG1 repair inh – blocks ELG1-dependent DNA repair in HEK293T cells. HEK293T ELG1-luciferase reporter, luminescence, 16 h; DNA damage induced by 5-fluorouridine. Potency, µM (top dose mostly 46.1 µM), for the others: at the top dose activity change, negative = inhibition, actives largely listed as inhibitors. hit rate 2.3% among 330,000. AID 504467; also: potency is read from the fitted curve at half-maximal effect; % is scaled to controls: 0 for no effect and ±100 for the full control effect; nearly all actives have a fitted effect of over 55% in size
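Quantitative HTS, concentration-response format. 2,000 cells/well co-treated with 5-fluorouridine and compound, 16 hr in 5% CO2 at 37 °C; ONE-Glo luminescence read after 30 min.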
NPC1 promoter act – activators of NPC1 promoter; hit rate 2.4% among 320,000; Potency, µM (highest dose often 9.22 µM), inactives show at the top dose activation, actives largely listed as activators; AID 485313; Huh7 NPC1 promoter luciferase reporter, 24 h;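 also: potency is read from the fitted curve at half-maximal effect; % of control where 0% means no effect; nearly all actives have a fitted effect of over 60% in size; reporter is driven by a mutant NPC1 promoter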
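Luciferase expression driven by the NPC1 promoter was measured in stably transfected Huh7 cells after a 24 h compound incubation, using a luciferase reagent and a luminescence read.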
BRCA1 expr act – activators of BRCA1 expression. MCF7-BRCA1-FFLuc reporter, luminescence, 48 h; response scale: scaled: vehicle 0%, 10 µM genistein 100%. Potency, µM (titrated, usually from 46.1 µM), inactives show top-dose activation, hits mostly activators. hit rate 1.1% among 380,000; also: potency is read from the fitted curve at half-maximal effect; nearly all actives have a fitted effect of over 80% in size; some results filed as inactive show a strong effect at the top dose
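Luminescence from a BRCA1-driven firefly luciferase in MCF7 cells was read after 48 h compound exposure at 37 C. Data normalized against DMSO and a 10microM genistein activation control, then curve-fitted across the titration.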
ELG1 genotox – genotoxicity induction in ELG1-luciferase HEK293T cells; HEK293T ELG1-luciferase reporter, luminescence, 16 h; Potency, µM (series often up to 46 µM), without a hit: top-dose activity change, positive = activation, actives largely listed as activators; hit rate 1.3% among 330,000; AID 504466; also: potency is read from the fitted curve at half-maximal effect; % of control where 0% means no effect; nearly all actives have a fitted effect of over 60% in size
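Screening used a luciferase reporter fused to human ELG1 in HEK293T cells. Luminescence was read on a CCD plate imager after 16 hr exposure and 30 min ONE-Glo incubation.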
RORg inh – ROR gamma (mouse) transcription inhibition | Drosophila S2 Gal4-RORgamma UAS-luciferase reporter, 20 h | Potency, µM (top dose mostly 53.6 µM), without a hit: at the top dose activity change, negative = inhibition, hits mostly inhibitors | hit rate 5.4% among 310,000 | AID 2551; also: potency is read from the fitted curve at half-maximal effect; % is scaled to controls: 0 for no effect and ±100 for the full control effect; nearly all actives have a fitted effect of over 60% in size
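A Gal4/UAS one-hybrid system in insect cells: metallothionein-promoter Gal4–ROR gamma fusion plus Photinus luciferase reporter. Copper sulfate 700 uM final, 20 hr ambient incubation, luminescent detection after 10 min with reagent.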
VP16 counter – counter-screen for ROR gamma inhibitors: Gal4-VP16 reporter. Drosophila S2 Gal4-VP16 UAS-luciferase, luminescence, 20 h. Potency, µM (doses to about 53.6 µM), for inactives: at the top dose activity, negative = inhibition, hits mostly inhibitors. hit rate 3.5% among 310,000. AID 2546;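 also: Gal4-VP16 expression switched on by copper sulfate through the metallothionein promoter; potency is read from the fitted curve at half-maximal effect; % is scaled to controls: 0 for no effect and ±100 for the full control effect; nearly all actives have a fitted effect of over 50% in size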
Rab9 prom act – Rab9 promoter activation. Huh7 Rab9 promoter-luciferase reporter, luminescence, 24 h. Potency, µM (top dose mostly 9.22 µM), for inactives: at the highest dose activation, negative = inhibition, hits mostly activators. hit rate 2.8% among 320,000. AID 485297; also: potency is read from the fitted curve at half-maximal effect; % of control where 0% means no effect; nearly all actives have a fitted effect of over 60% in size
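Using Huh7 cells stably transfected with Rab9 promoter–luciferase, compounds were incubated 24 h at 37 °C, 5% CO2; luciferase luminescence was read 10 min after reagent addition.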
p53 reactivation – re-activators of mutant p53; Potency, µM (series often up to 92.2 µM), without a hit: at the highest dose activity change, positive = activation, usual class: activators; H1299 p53-A138V BP100-luciferase reporter, luminescence, 24 h; hit rate 0.063% among 320,000; also: potency is read from the fitted curve at half-maximal effect; % of control where 0% means no effect; nearly all actives have a fitted effect of over 45% in size
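p53-null H1299 cells stably carrying temperature-sensitive p53-A138V and a BP100-luciferase reporter were pinned with compounds (4-point, 1:5 series) and held 24 hrs at 37 deg C. Luminescence was read 10 min after detection reagent.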
* hit, by the source's call; ? = inconclusive; nt = not tested or not shown; [ ] = another dose, or the depositor's remark. Unless noted, calls follow the shape of the dose curve; as a rule, active = well fitted curve in the direction sought with a large enough effect; inconclusive = small, poorly fitted or top-dose-only effect, or another doubt; inactive = no such curve, though single readings can be large; an effect the other way counts as inactive or inconclusive.

SMILES	Tb PFK block	FLuc modulator	TRPV1 ag	ELG1 repair inh	NPC1 promoter act	BRCA1 expr act	ELG1 genotox	RORg inh	VP16 counter	Rab9 prom act	p53 reactivation
Cc1ccc(S(=O)(=O)CCC(=O)N(C)C2CCCCC2)cc1	-6%	0%	21	17%	3%	18%	14%	16%	12%	19%	8%
COc1ccc(C(=O)Nc2ccc(Cl)cc2C(=O)N2CCOCC2)cc1	2%	0%	4	1%	2%	-14%	10%	-23%	-5%	0%	-15%
Cn1c(CC(=O)Nc2ccc(Cl)c(Cl)c2)nnc1SCC(=O)N1CCN(c2ccccc2)CC1	0%[0.46 µM]	-4%	0	?	0%	-25%	-12%	?	-5%	-2%	-2%
CC1CC1C(=O)OCC(=O)NNC(=O)c1ccc([N+](=O)[O-])cc1 (centres undefined)	-5%	3%	1	-1%	1%	-10%	0%	nt	nt	-3%	-1%
COc1ccc(OC)c(C(C)NC(=O)c2ccco2)c1 (centres undefined)	0%	6%	-2	-27%	3%	-70%	-3%	0%[10 µM]	-6%	?	2%
COc1cccc2cc(C(=O)NCc3ccc(C)cc3)c(=O)oc12	1%	-2%	0	5%	-3%	-10%	2%	6%	3%	-5%[1.84 µM]	6%
COc1ccc(C(=O)CSc2nc3ccccc3n2CC(=O)c2ccccc2)cc1	-2%	2%	7	-14%	2%	0%	0%	-10%	-4%	-8%	-14%
COCCN(C(=O)C(C)C)c1nnc(-c2cccc(C)c2)s1	4%	1%	0	-2%	-3%	46%	2%	32%	-2%	4%	-4%
CCCN1CCN(C(=O)CCNC(=O)Cn2cnc3ccccc3c2=O)CC1	2%	-1%	1	1%	2%	-5%	1%	-14%	-9%	-1%	0%
C=CCOc1ccc2nnc(C)n2n1	0%	2%	-3	-2%	1%	-7%	6%	5%	1%	-5%	-3%
O=C(Nc1ccc2oc(-c3cccnc3)nc2c1)c1ccc(Br)o1	5%	-11%	-1	-4%	6%	8%	8%	36%	-8%	-1%	0%
CC(=O)C1=C(O)CC(C)(C)CC1=NCCc1nc2ccccc2[nH]1	0%	-1%	4	11%	-1%	8%	-1%	10%	8%	2%	-8%
COC(=O)c1ccccc1NC(=O)C(C)n1nc(C)c2c(C)n(-c3ccccc3)nc2c1=O (centres undefined)	3%	1%	4	-23%	-4%	-40%	-13%	20%	-1%	-7%	3%
Cc1cc(C)nc(NS(=O)(=O)c2ccc(NC(=O)c3cc4c(=O)n5cccc(C)c5nc4n3C)cc2)n1	2%	-2%	-2	3%	-6%	-1%	0%	-5%	-4%	-3%	4%
CCc1ccccc1NC(=S)N(CCN(C)C)C(C)c1ccccn1 (centres undefined)	-11%	1%	1	4%	1%	-6%	-2%	?	2%	-3%	4%
CC(=O)ON1C(C)(C)Cc2noc(N)c2C1(C)C	-5%	2%	-3	3%	-4%	-8%	0%	-1%	-6%	-2%	-4%
COc1ccccc1CCC(=O)N(C)C1CCCN(Cc2ccccc2F)C1 (centres undefined)	0%	-1%	?	-10%	-4%	-2%	-6%	0%	-4%	3%	nt
CN(C(=O)COC(=O)c1ccc(Cl)s1)C1(C#N)CCCCC1	-2%	19µM*	1	15%	-7%	13%	1%	nt	nt	1%	22%
CS(=O)(=O)N(CC(N)=O)c1cccc(Br)c1	-8%	4%	-5	-1%	-1%	5%	-2%	-3%	-3%	0%	-6%
CNC(=S)Nc1ccc2nc(C)oc2c1	-2%	-2%	2	?	1%	5%	2%	-22%	-12%	-10%	-1%
CCC(C)NC(=O)CSc1nc2ccc(N3CCOCC3)cc2c(=O)n1CCc1ccccc1 (centres undefined)	2%	5%	1	6%	1%	nt	0%	7.9µM*	?	-4%	10%
CSc1cccc(NS(=O)(=O)c2ccc3c(c2)CCN3C(C)=O)c1	1%	3%	4	?	-27%	-25%	-1%	?	4.5µM*	-29%	-1%
CC(=O)Oc1ccc2c(c1)Oc1cc(OC(C)=O)ccc1C21OC(=O)c2ccccc21	5%	-2%	140*	?	0%	-13%	-5%	-12%	2%	10%	-4%
CCN(Cc1cc2ccccc2[nH]c1=O)S(=O)(=O)c1ccccc1	-7%	5%	-1	?	1%	-37%	-12%	19%	-12%	-8%	-7%
COC(CN(C)C(=O)C1CCC(CNS(=O)(=O)c2ccc(C)cc2)CC1)OC (centres undefined)	-2%	1%	-1	-18%	-3%	-4%	-6%	-1%	-10%	0%	-3%

Additional entries:
SMILES	Tb PFK block	FLuc modulator	TRPV1 ag	ELG1 repair inh	NPC1 promoter act	BRCA1 expr act	ELG1 genotox	RORg inh	VP16 counter	Rab9 prom act	p53 reactivation
O=C(CCc1c[nH]c2ccccc12)NCc1ccncc1	-20%	0%	3	6%	7%	-4%	1%	19%	8%	5%	2%
O=C(CCCn1c(SCC(=O)c2ccc(F)cc2)nc2ccccc2c1=O)NCc1ccccc1	1%	0%	7	?	1%	-3%[1.84 µM]	10%	-24%	?	-3%	0%
COc1cc(CC(=O)Nc2nc(C)cs2)cc(OC)c1OC	-5%	-1%	0	15µM*	-5%	-23%	-1%	37%	3%	-1%	-3%
COCCCN1C(=O)c2ccc(C(=O)Nc3ccc(OC)cc3OC)cc2C1=O	0%	4%	0	-3%	0%	-22%	-4%	18%	-5%	1%	-2%
COc1ccc(CNC(=O)COC(=O)c2ccc(C)c(S(=O)(=O)N3CCOCC3)c2)cc1	-2%	nt	nt	-18%	nt	6%	3%	nt	nt	nt	-1%
CCOC(=O)c1cnn(-c2nc(-c3ccccc3)nc3c2COC(C)(C)C3)c1N	0%	8%	3	10%	-22%	24%	6%	-4%	-12%	2%	1%
CCCCSC(=S)NC1CCS(=O)(=O)C1 (centres undefined)	-4%	4%	1	?	-17%	-40%	-10%	-42%	4%	-24%	13%
O=C(N1CCCCC1)N1CCN(c2ccc(Cl)cc2)CC1	0%	9%	?	-8%	-1%	2%	-8%	?	-1%	-4%	-10%
C=CCNc1nc(C(=O)OCC(=O)c2ccc(Cl)cc2)cs1	18%	-20%	-3	29%	8%	18%	1%	nt	nt	9%	10%
Cc1ccc(N2C(=O)NC(NC(=O)c3ccc(Cl)cc3)(C(F)(F)F)C2=O)cc1 (centres undefined)	-1%	1%	6	-9%	0%	-15%	-4%	?	3%	0%	-3%
O=C(Nc1ccncc1)C1CC(=O)N(c2ccc(F)cc2)C1 (centres undefined)	-30%	1%	-2	0%	-1%	1%	-3%	0%	0%	-2%	-4%
CN1CC(=O)N(CC(=O)Nc2ccc3c(c2)CCC3)C1=O	4%	-1%	2	11%	-5%	4%	-2%	-4%	-1%	0%	2%
CCn1cc(C(=O)N2CCN(c3ccccc3F)CC2)c(=O)c2ccc(C)nc21	-1%	-1%	-3	4%	-1%	-8%	4%	16%	7%	-3%	-3%
COc1ccc(/C=C(\NC(=O)c2ccccc2)C(=O)NCCN2CCOCC2)cc1OC	0%	1%	-2	0%	-3%	-19%	-1%	3%	9%	1%	-6%
COc1ccc(OC)c(-n2c(=S)[nH]c3c(sc(=S)n3-c3ccccc3C)c2=O)c1	1%	?	-1	4%	-5%	2%	-7%	5%	-3%	-2%	3%
COc1ccccc1OCc1ccc(C(=O)OCC2CCCO2)o1 (centres undefined)	4%	-28%	5	?	24%	54%	?	20%	-1%[0.365 µM]	1%	5%
Cc1[nH]ccc(=O)c1OC1OC(CO)C(O)C(O)C1O (centres undefined)	1%	1%	-1	19%	-3%	16%	-2%	-2%	5%	1%	6%
O=C(Nc1ccccc1)[C@@H]1[C@@H]2C(=O)N(c3ccc(F)cc3)C(=O)[C@@H]2[C@H]2C=CC=NN21	0%	?	nt	?	8%	-37%	2%	?	?	2%	4%
Cc1nc(NC(=O)c2ccccc2)sc1-c1csc(NCc2ccco2)n1	2%	13µM*	1	15µM*	2%	-18%	-1%	20µM*	?	-1%	?
CCOc1cc(N2CCOCC2)c(OCC)cc1NC(=O)COC(=O)CCOc1cc(C)ccc1C	3%	2%	4	-9%	-5%	-11%	2%	nt	nt	0%	22%
COc1cc(C(=O)c2nccc3cc(OC)c(OC)cc23)c([N+](=O)[O-])cc1OC	1%	-6%	-1	?	-5%	-27%	13%	0%	-7%	-3%	-4%
CCOc1ccc(-n2c(N)c(-c3nc4ccccc4n3C)c3nc4ccccc4nc32)cc1	-1%	-1%	1	-18%	0%	-26%	21%	1µM*	1.3µM*	-1%	-8%

Only ELG1 genotox, NPC1 promoter act and Tb PFK block, for some of the entries so far:
SMILES	ELG1 genotox	NPC1 promoter act	Tb PFK block
Cc1nc(NC(=O)c2ccccc2)sc1-c1csc(NCc2ccco2)n1	-1%	2%	2%
CCn1cc(C(=O)N2CCN(c3ccccc3F)CC2)c(=O)c2ccc(C)nc21	4%	-1%	-1%
